m-calpain inh: inhibitors of pig calpain II, primary screen, biochemical, fluorogenic peptide substrate, 1536-well; purified calpain II, 30 min; inhibition, % at 16 µM; hit rate 0.37% among 220,000; AID 1236, 2008;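 active means inhibition above about 50%, limit read from the data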
PERK inh: block of dimerizer-induced PERK translation repression, primary screen, PERK inhibitor project, CHO PERK-DD cells, SEAP luminescence, HTS. CHO PERK-DD fusion, SEAP luminescence translation reporter. inhibition, % at 5.6 µM. Eukaryotic translation initiation factor 2-alpha kinase 3 (Homo sapiens), Q9NZJ5. AID 1416, 2008. hit rate 0.17% among 220,000;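 active means inhibition above the mean inhibition of all tested compounds plus 3 SD, set separately per screening campaign, cut at about 2.9% in these data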;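 further: PERK kinase domain activated by AP20187 dimerizer at 100 nM; 0% = DMSO with dimerizer and 100% = rapamycin at 8.4 µM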
FXIIa inh 1536: human FXIIa protease inhibitors, primary screen, biochemical, 1536-well; inhibition, % at 5 µM; AID 800, 2007; Coagulation factor XII (Homo sapiens), P00748; purified FXIIa, Boc-QGR-AMC fluorogenic substrate, 2 h; hit rate 0.3% among 220,000; in the data active means inhibition above about 40%;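 further: 0% = enzyme with no compound and 100% = blank without enzyme; many of its hits are not listed in these tables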
FXIa inh 1536: human FXIa protease inhibitors, primary screen, biochemical, 1536-well | Coagulation factor XI (Homo sapiens), P03951 | purified FXIa, Boc-Glu-Ala-Arg-AMC fluorogenic substrate | inhibition, % at 5 µM | hit rate 0.14% among 220,000 | AID 798, 2007;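 active means inhibition of at least 40%; inactive means inhibition below 40%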;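 further: fluorescence of freed AMC excited at 355 nm; 0% = enzyme without compound and 100% = no enzyme blank; many of its hits are not listed in these tables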
Target sequence (P03951 19-387 limits assumed): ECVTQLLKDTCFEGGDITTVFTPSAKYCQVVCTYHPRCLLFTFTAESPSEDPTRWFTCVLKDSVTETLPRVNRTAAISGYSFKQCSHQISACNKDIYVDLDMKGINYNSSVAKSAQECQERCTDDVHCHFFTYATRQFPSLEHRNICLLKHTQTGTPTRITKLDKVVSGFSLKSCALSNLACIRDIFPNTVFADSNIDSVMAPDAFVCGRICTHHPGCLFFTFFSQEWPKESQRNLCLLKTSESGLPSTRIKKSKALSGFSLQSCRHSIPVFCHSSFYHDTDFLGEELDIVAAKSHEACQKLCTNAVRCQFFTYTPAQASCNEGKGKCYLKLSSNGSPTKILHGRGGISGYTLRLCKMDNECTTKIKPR
Target sequence (P03951 388-625 limits assumed): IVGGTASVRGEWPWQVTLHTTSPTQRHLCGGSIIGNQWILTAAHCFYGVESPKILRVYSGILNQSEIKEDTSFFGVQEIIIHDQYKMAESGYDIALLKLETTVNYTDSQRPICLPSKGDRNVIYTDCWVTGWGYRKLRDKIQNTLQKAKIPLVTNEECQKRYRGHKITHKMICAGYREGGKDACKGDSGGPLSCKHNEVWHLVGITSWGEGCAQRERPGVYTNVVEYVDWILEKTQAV
Rad51 HR inh: human RAD51 strand exchange inhibitors, primary screen, biochemical, fluorescence; DNA repair protein RAD51 homolog 1 (Homo sapiens), Q06609; hRad51 DNA strand exchange, fluorescence dequenching; inhibition, % at 10 µM; hit rate 0.085% among 200,000;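 active means inhibition above 40% at the single screening dose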;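 further: 0% = DMSO control wells and 100% = blanks with heterologous ssDNA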
Target sequence (Q06609 whole entry, looked up): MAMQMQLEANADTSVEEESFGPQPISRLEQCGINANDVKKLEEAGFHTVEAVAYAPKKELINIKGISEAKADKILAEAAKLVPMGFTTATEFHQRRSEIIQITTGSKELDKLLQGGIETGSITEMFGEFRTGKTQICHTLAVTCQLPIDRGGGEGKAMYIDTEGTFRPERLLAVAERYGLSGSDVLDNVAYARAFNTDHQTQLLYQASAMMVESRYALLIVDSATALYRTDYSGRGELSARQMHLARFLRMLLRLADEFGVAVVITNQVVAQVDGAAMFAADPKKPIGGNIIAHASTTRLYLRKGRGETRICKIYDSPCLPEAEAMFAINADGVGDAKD
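Read-out basis: percent inhibition relative to plate controls and blanks / Assay system: human Rad51 nucleoprotein filaments preassembled on unlabelled ssDNA / Timing: filaments 15 min 37 °C, then compound 30 min / Control set: per-plate controls and blanks / Technique: fluorescence dequenching at 485/520 nm / Compound: 10 µM final, single point / Also added: Fluorescein- and BHQ1-tagged 47-mer duplex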
Cl transport mod: KCC2 cotransporter modulators, thallium flux, primary screen, cell-based, HEK293 KCC2, FluoZin-2 fluorescence, MLSMR; Solute carrier family 12 member 5 (Homo sapiens), Q9H2X9; KCC2 cells, thallium flux FluoZin-2 fluorescence; B-score of Tl+ flux slope (higher = more flux/activation; lower = inhibition) at 10 µM; hit rate 2.2% among 190,000;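 active means thallium flux slope and its plate-corrected score both differing from the plate sample mean at a set confidence after two filtering rounds, in either direction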;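 further: slope of fluorescence scaled to starting intensity during 10 to 20 s after thallium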
Furin inh: human furin inhibitors, primary screen, biochemical, fluorescence intensity | hit rate 0.061% among 220,000 | purified furin, fluorogenic substrate cleavage | P09958 | inhibition, % at 30 µM; in the data active means inhibition above about 25%; further: inactives centre near -15
KLK5 inh: human KLK5 protease inhibitors, primary screen, biochemical, 1536-well; hit rate 0.59% among 210,000; inhibition, % at 5 µM; recombinant hK5, fluorogenic AMC substrate cleavage;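 active means inhibition of 40% or more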;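 further: 0% = enzyme controls without compound and 100% = no-enzyme blanks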
thrombin 1536: human alpha-thrombin inhibitors, primary screen, counter-screen for coagulation protease inhibitor project, biochemical, 1536-well, fluorogenic AMC substrate. Prothrombin (Homo sapiens), P00734. Boc-VPR-AMC fluorogenic substrate cleavage. inhibition, % at 5 µM. hit rate 0.26% among 220,000. AID 1046, 2008;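 active means inhibition at or above 40%; inactive means inhibition below 40%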;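 further: 0% = enzyme with no compound and 100% = wells without enzyme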
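System – human alpha-thrombin protein · Reagent – Boc-VPR-AMC substrate, 15 µM final · Compound – 5 µM single dose in 0.2% DMSO · Schedule – reaction at room temperature · Technique – AMC fluorescence at 355 nm excitation and 460 nm emission · Read-out basis – % inhibition relative to enzyme controls and enzyme-free blanks · Control set – no-compound enzyme wells and no-enzyme blanks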
* = called active by the depositor; / = not tested or not shown; [ ] = remark or other dose. A portion of the library (hit frequency here may not be typical).

SMILES	m-calpain inh	PERK inh	FXIIa inh 1536	FXIa inh 1536	Rad51 HR inh	Cl transport mod	Furin inh	KLK5 inh	thrombin 1536
COc1ccc(C2C(C(C)=O)=C(O)C(=O)N2c2cccnc2)cc1OC (stereo not drawn)	-2	-0.5	11	-22	-6	/	-20[20 µM]	4	-4
CC(C)C(=O)NNS(=O)(=O)c1ccccc1	-6	1.6	8	-4	-1	-0.019	-14	-1	-3
O=C1c2ccccc2C(O)(c2ncc[nH]2)N1CCc1ccccc1 (stereo not drawn)	-1	0.5	10	2	7	0.023	-27[20 µM]	2	5
Cc1cccc(NC(=O)c2ccccc2[N+](=O)[O-])n1	16	-0.9	10	-2	1	/	-13[20 µM]	7	3
CN1C(=O)NC(NC(=O)c2ccncc2)(C(F)(F)F)C1=O (stereo not drawn)	-23	1.0	17	5	0	/	-24	-5	6
CCOC(=O)/C(C#N)=C/c1cccn1-c1ccc(Cl)cc1	-31	-0.3	3	-20	8	-0.49	-9	3	-3
Cc1ccc(C2CC(=O)NC(SCCC(C)C)=C2C#N)cc1 (stereo not drawn)	-15	0.6	8	-4	-3	1.7	-5	-9	-9
CC1=C(C(=O)OCC(C)C)C(c2ccsc2)C2=C(CCCC2=O)N1 (stereo not drawn)	-53	-0.8	2	-1	11	-0.98	-21	-9	-8
CC(NC(=O)c1ccco1)C1CCCO1 (stereo not drawn)	-1	-0.3	13	3	/	0.32	-19[20 µM]	-4	-2
Cn1nc(C(=O)OCc2ccc(Br)cc2F)c2ccccc2c1=O	36	0.6	9	13	-5	/	-15	21	3
O=C(O)CC(C(=O)NCc1ccccc1)C1CCCO1 (stereo not drawn)	14	0.2	8	-11	/	-0.53	0	-35	-5
COc1ccc(/C=N/Nc2ccccc2)cc1Cn1nc(C)c([N+](=O)[O-])c1C	-133	-2.5	0	9	-13	-4.9	-18[20 µM]	-16	-5
O=C(c1cccc(S(=O)(=O)N2CCc3ccccc32)c1)N1CCN(c2ccccn2)CC1	3	0.3	4	-5	-3	-2.5	-22	-3	-5
COc1ccc(C(CC(=O)N2CCCCC2)c2c(OC)cc(OC)c3ccc(=O)oc23)cc1 (stereo not drawn)	-64	/	0	-7	10	0.47	-14	-5	-8
O=c1c2c3c(sc2nc(N2CCNCC2)n1-c1cccc(Cl)c1)CCCCC3	-101	-1.1	12	1	/	0.7	-10	2	-4
O=C1COc2ccc(C(=O)COC(=O)c3cc(S(=O)(=O)NCc4ccccc4)ccc3O)cc2N1	-18	2.5	14	2	8	0.99	-19	4	1
Cc1ccc2[nH]c(=O)c(CN(CCCN(C)C)C(=O)Nc3ccc(F)cc3)cc2c1	19	-0.5	12	9	-4	/	-12	7	-3
C=CCNC(=S)NNC(=O)c1ccc(OCCCC)cc1	-7	1.1	15	6	2	0.037	-9[20 µM]	-47	1
CCN1CCN(c2oc(-c3ccc(OC)cc3)nc2C#N)CC1	/	-0.1	/	/	0	-0.74	-21[20 µM]	/	/
Cc1cc(NC(=O)CCCSc2nc(-c3ccco3)cc(C(F)(F)F)n2)n(-c2ccccc2)n1	5	-0.8	2	0	-5	-0.31	3[20 µM]	-7	-8
COc1ccc(C2NC(=O)NC3=C2CCc2ccccc23)cc1 (stereo not drawn)	-403	-0.1	18	6	5	-0.59	-37	-7	3
COc1cccc(-c2nnc(SCc3nc4ccccc4[nH]3)n2N)c1	-2	0.7	-6	-2	/	0.3	-16[20 µM]	-1	1
COc1cc(C2CC(=O)NC3=C2C(=O)CC(C)(C)C3)cc(OC)c1O (stereo not drawn)	-27	0.9	10	3	-6	-0.63	-12	-5	3
CC1SC(C)C(=O)N(CC(=O)NC2CCCCC2)C1=O (stereo not drawn)	7	0.4	3	-9	9	-0.2	-14	2	1
COc1cc(/C=N/n2c(-c3ccc4c(c3)NC(=O)CO4)csc2=Nc2cccc(C)c2)ccc1O	-81	-0.1	17	11	/	-0.022	-11	-3	2

Going on with the list.
SMILES	m-calpain inh	PERK inh	FXIIa inh 1536	FXIa inh 1536	Rad51 HR inh	Cl transport mod	Furin inh	KLK5 inh	thrombin 1536
COc1cc(C=C2C(=O)OC(C)(C)OC2=O)cc(Cl)c1OCC(=O)Nc1ccccc1	19	0.7	11	5	/	-0.41	-15	18	1
O=C(NN=C1CCCCC1)NC1CCCCC1	5	1.1	1	8	-2	1.1	-26	0	-1
O=C(c1ccc(S(=O)(=O)NCC2CCCO2)cc1)N1CCN(c2ccccc2F)CC1 (stereo not drawn)	26	-0.1	12	2	-3	0.8	-16	-2	3
CC(Cc1cccs1)NC(=O)Nc1ccc(Cl)c(Cl)c1 (stereo not drawn)	34	0.4	12	9	/	0.64	-15[20 µM]	-8	-6
CCn1nc(NS(=O)(=O)c2ccccc2)c2cc3cccc(C)c3nc21	-27	0.0	17	6	-2	-1.6	-15[20 µM]	9	2
Cc1nc(C)c(-c2ccnc(/N=C/NO)n2)s1	5	0.2	4	3	-2	1.2	-29	9	-4
N#CCCN(Cc1cccnc1)C(=O)Nc1cccc(Cl)c1	0	0.3	8	1	-14	0.026	-27	4	-1
C=CC[N+](C)(C)CCCNC(=O)/C=N/O	30	0.3	-2	-1	-4	0.46	-5	19	-9
COc1cccc(Cn2cnc3c(N)c(C)c(C)cc32)c1	-8	0.1	7	-2	-2	1.1	1	0	-9
CCOc1ccc(-c2cc(NC(=O)Cn3ncc4c3-c3ccccc3OC4)on2)cc1OCC	-32	-0.3	-2	-9	-4	/	-19	0	0
Cc1ccc2[nH]c(=O)c(CN(CCN3CCOCC3)C(=O)Nc3ccccc3F)cc2c1	2	-0.6	8	4	-13	1.4	-11[20 µM]	-30	1
CCCC(=O)Nc1nnc(CCOC)s1	-3	0.1	8	-5	4	-0.025	-15	-16	-11
Cc1cccc(Nc2nc(N)c([N+](=O)[O-])c(N3CCCC(C)C3)n2)c1 (stereo not drawn)	30	-0.3	2	-1	2	-0.66	-1	-1	-8
C=CCn1c(COc2ccccc2-c2ccccc2)nnc1SCC(=O)NC(=O)NCc1ccco1	-1	0.0	8	-3	4	-0.018	-10[20 µM]	-10	-3
CCCCCCn1c(NCC)nc2c1c(=O)n(C)c(=O)n2C	-9	-2.2	5	-5	-1	-1.5	5	-7	-5
CCCOc1ccc(C(=O)C(CN2CCCC2)c2ccccc2)cc1 (stereo not drawn)	-2	-0.7	7	-1	/	-2.1	-19	-18	-8
CC(C)C(=O)Nc1oc(-c2ccccc2)cc1C#N	-1	2.4	13	1	/	-2.3	-20	/	-3
O=c1[nH]c(CN2CCN(c3ccccc3)CC2)nc2ccccc12	-25	0.3	16	1	-8	/	-10	-7	5
CCCCN(CCCC)S(=O)(=O)c1ccc(NC(=O)c2ccc([N+](=O)[O-])cc2Cl)cc1	47	-0.9	12	3	-9	0	0	-11	2
CCSc1ccc(-c2nn(-c3ccccc3)cc2/C=C(/C#N)C(=O)NCCCOC)cc1	-410	0.8	6	1	-2	-1	-25	-2	-6
O=C(CN1CCC(n2nnc3cc(F)ccc32)CC1)NC1CC1	9	0.5	10	-3	-2	-0.024	-22	-19	1
COC(=O)[C@H](Cc1ccccc1)NC(=O)N1CCN(c2ccccc2)CC1	-21	1.1	5	1	/	-0.28	-17	1	-7
CC1(C)CC(=O)C2=C(C1)c1c(ccc3ccccc13)NC2c1cc([N+](=O)[O-])cc([N+](=O)[O-])c1O (stereo not drawn)	-117	0.0	5	-4	-1	-4.5*	-11	-2	-5
CCC(C)[C@H](NC(=O)N1CCC(C)CC1)C(=O)OC (stereo partly drawn)	6	0.3	3	1	-4	1.2	-18	-7	-7
CCOC(=O)Cn1c2ccc(C)cc2c2nc(C)sc21	12	0.4	3	-3	/	-0.054	0	/	-4

Continuation:
SMILES	m-calpain inh	PERK inh	FXIIa inh 1536	FXIa inh 1536	Rad51 HR inh	Cl transport mod	Furin inh	KLK5 inh	thrombin 1536
Cc1cc(C(=O)CC#N)c(C)n1-c1c(C)n(C)n(-c2ccccc2)c1=O	-11	1.3	11	2	-13	0.98	-31	11	-9
O=C(Cc1sc(Nc2ccccc2)nc1-c1ccccc1)NCc1ccccn1	-11	0.2	10	-4	-7	-0.023	-22	1	3
O=C1NC[C@@H](Cc2cccc3ccccc23)N(CCc2cc(C(F)(F)F)cc(C(F)(F)F)c2)C1=O	16	/	4	0	-2	-3.9*	-18	0	-5
CCOC(=O)c1c(NC(=O)C2COc3ccccc3O2)sc2c1CCN(Cc1ccccc1)C2 (stereo not drawn)	10	-0.6	3	9	-6	-0.73	-15	-5	-2
O=C(NCc1ccco1)c1nn2c(C(F)(F)F)cc(-c3cccs3)nc2c1Br	-127	0.4	18	13	-3	-1.2	-22[20 µM]	-2	4
Cc1ccccc1Cn1nc(C)c(NC(=O)c2cc(-c3cccs3)on2)c1C	5	-0.5	16	2	2	/	-14	1	-2
Cc1cccc(COCC(Cc2ccccc2)N2CCN(C(=O)c3cccc(C)c3)CCC2=O)c1 (stereo not drawn)	-10	-0.5	9	2	8	-1.7	-12	-11	0
COC(=O)C(C)Oc1ccc(Oc2nc(Cl)ccc2Cl)cc1 (stereo not drawn)	15	-0.9	4	-4	0	-1.6	-11	-1	-13
Cc1cccc(Nc2cnn(C34CC5CC(CC(CC(=O)O)(C5)C3)C4)c(=O)c2Cl)c1	-3	-0.4	-3	4	0	/	-8[20 µM]	-4	-1
CCOC(=O)C1CCCN(C(=O)c2ccc3c(=O)n(CCOC)c(=S)[nH]c3c2)C1 (stereo not drawn)	-7	0.0	13	3	-1	/	1[20 µM]	-13	-2
CC(=O)Nc1ccc2nc3c(=O)n(C)c(=O)n(C)c3nc2c1	-198	1.2	6	7	-27	0.17	-13	5	-2
Cc1cc(NCCCN)nc(-c2ccccc2O)n1	-5	-1.0	3	-3	0	-0.049	-6	-18	-3
CC(C)(C)NC(=O)C(c1ccncc1)N(C(=O)C1CSC(=O)C1)c1ccccc1 (stereo not drawn)	-2	0.5	7	-3	1	-0.85	-17	0	-11

Pulled by structure from above:
SMILES	m-calpain inh	PERK inh	FXIIa inh 1536	FXIa inh 1536	Rad51 HR inh	Cl transport mod	Furin inh	KLK5 inh	thrombin 1536
CC(=O)Nc1ccc2nc3c(=O)n(C)c(=O)n(C)c3nc2c1	-198	1.2	6	7	-27	0.17	-13	5	-2
Cc1cc(NCCCN)nc(-c2ccccc2O)n1	-5	-1.0	3	-3	0	-0.049	-6	-18	-3
Cc1cc(C(=O)CC#N)c(C)n1-c1c(C)n(C)n(-c2ccccc2)c1=O	-11	1.3	11	2	-13	0.98	-31	11	-9
COC(=O)C(C)Oc1ccc(Oc2nc(Cl)ccc2Cl)cc1 (stereo not drawn)	15	-0.9	4	-4	0	-1.6	-11	-1	-13
Cc1ccccc1Cn1nc(C)c(NC(=O)c2cc(-c3cccs3)on2)c1C	5	-0.5	16	2	2	/	-14	1	-2

Screening results deposited in PubChem BioAssay by several laboratories.
